# LYPLA1 inh: blocks human lysophospholipase 1, a PME1 counter-screen | O75608 | recombinant LYPLA1, FP-Rh probe fluorescence polarization | inhibition, % at 5.9 µM | actives 0.16% (n = 320,000) | AID 2174;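 active means inhibition above the mean of all tested compounds plus 3 SD, set per campaign, cut at about 14% in these data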;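 further: inhibitors block serine hydrolase probe labeling of LYPLA1 so polarization falls; 0% = enzyme with DMSO and 100% = wells lacking LYPLA1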
# PAFAH1B3 inh: PAFAH1B3 (human) inhibition; actives 0.28% (n = 340,000); recombinant PAFAH1B3, FP-rhodamine probe, fluorescence polarization; inhibition, % at 3.39 µM; Q15102;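 active means inhibition above the screen-wide average of all tested compounds plus 3 SD, cut at about 25% in these data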;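 further: 0% = enzyme with DMSO only and 100% = wells lacking PAFAH1B3 protein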
# Target sequence (Q15102 whole entry, looked up): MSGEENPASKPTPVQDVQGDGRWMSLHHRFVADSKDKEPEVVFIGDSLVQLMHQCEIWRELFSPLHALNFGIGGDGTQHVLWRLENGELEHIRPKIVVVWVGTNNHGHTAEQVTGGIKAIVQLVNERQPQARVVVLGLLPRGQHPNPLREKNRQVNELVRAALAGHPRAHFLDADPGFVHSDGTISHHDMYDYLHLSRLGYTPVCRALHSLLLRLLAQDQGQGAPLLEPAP
# PREPL inh: inhibits the human prolyl oligopeptidase-like enzyme; AID 2751; Q4J6C6; actives 0.68% (n = 320,000); inhibition, % at 5.96 µM; recombinant PREPL, fluorescence polarization activity-based probe; in the data active means inhibition above about 43%;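 further: 0% = enzyme with DMSO and 100% = wells lacking enzyme; many of its hits are not listed in these tables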
# PAD4 inh: inhibitors of human PAD4; Q9UM07; recombinant PAD4, RCA probe fluorescence polarization; inhibition, % at 6.36 µM; actives 0.41% (n = 330,000); AID 485272;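 active means percent inhibition above a cutoff equal to the mean of all tested compounds plus 3 SD, cut at about 15% in these data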;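 further: 0% = PAD4 with RCA probe and DMSO and 100% = probe without PAD4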
# pPAFAH FP inh: pPAFAH (human) enzyme inhibition. AID 463082. Q13093. recombinant pPAFAH, FP-rhodamine probe fluorescence polarization. actives 1.5% (n = 330,000). inhibition, % at 3.39 µM;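 active means inhibition above the mean inhibition across the screen plus 3 SD, cut at about 25% in these data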;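 further: inhibitors block binding of the rhodamine activity-based probe so polarization drops; 0% = enzyme with DMSO and 100% = wells lacking pPAFAH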
# Target sequence (Q13093 whole entry, looked up): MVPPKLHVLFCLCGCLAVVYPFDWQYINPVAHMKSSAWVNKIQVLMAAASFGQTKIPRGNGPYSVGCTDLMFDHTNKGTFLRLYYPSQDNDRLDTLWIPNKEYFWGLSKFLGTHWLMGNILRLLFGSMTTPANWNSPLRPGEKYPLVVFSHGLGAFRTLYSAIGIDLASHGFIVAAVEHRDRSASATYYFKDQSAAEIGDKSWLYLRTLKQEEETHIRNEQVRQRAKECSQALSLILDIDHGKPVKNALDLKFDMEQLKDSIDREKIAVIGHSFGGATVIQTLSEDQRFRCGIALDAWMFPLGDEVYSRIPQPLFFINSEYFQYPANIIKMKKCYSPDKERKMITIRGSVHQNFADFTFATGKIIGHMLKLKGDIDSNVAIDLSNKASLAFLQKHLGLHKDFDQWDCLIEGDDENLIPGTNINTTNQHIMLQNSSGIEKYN
# LYPLA2 counter: counter-screen for PME1 inhibitors: inhibitors of human LYPLA2 | O95372 | inhibition, % at 5.9 µM | recombinant LYPLA2, FP-Rh probe fluorescence polarization | AID 2177 | actives 0.38% (n = 320,000);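 active means inhibition above the screen-wide mean plus 3 SD, limit set per campaign, cut at about 26% in these data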;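 further: 0% = LYPLA2 with DMSO and 100% = wells lacking LYPLA2 enzyme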
# PAFAH2 FP inh: PAFAH2 (human) inhibition; actives 0.99% (n = 340,000); Q99487; AID 492956; inhibition, % at 3.39 µM; recombinant PAFAH2, FP-rhodamine activity probe, fluorescence polarization;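 active means inhibition above the mean over all tested compounds plus 3 SD, cut at about 30% in these data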;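 further: inhibitors block probe labeling of enzyme so polarization drops; 0% = enzyme with DMSO and 100% = wells lacking PAFAH2 protein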
# GSTO1 inh: blocks human GSTO1 in RBBP9 counter-screen | P78417 | recombinant GSTO1, activity-based probe fluorescence polarization | inhibition, % at 5.96 µM | actives 1.1% (n = 300,000);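 active means inhibition above the campaign mean inhibition plus 3 SD, cut at about 35% in these data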;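 further: 0% = GSTO1-1 with DMSO and 100% = wells lacking GSTO1-1 enzyme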
# PAFAH1B2 FP inh: PAFAH1B2 (human) inhibition; P68402; recombinant PAFAH1B2, FP-rhodamine activity probe, fluorescence polarization; inhibition, % at 3.39 µM; actives 1.2% (n = 340,000);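 active means inhibition above the mean of all tested compounds plus 3 SD, cut at about 24% in these data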;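 further: 0% = enzyme with DMSO and 100% = wells lacking PAFAH1B2; many of its hits are not listed in these tables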
# Target sequence (P68402 whole entry, looked up): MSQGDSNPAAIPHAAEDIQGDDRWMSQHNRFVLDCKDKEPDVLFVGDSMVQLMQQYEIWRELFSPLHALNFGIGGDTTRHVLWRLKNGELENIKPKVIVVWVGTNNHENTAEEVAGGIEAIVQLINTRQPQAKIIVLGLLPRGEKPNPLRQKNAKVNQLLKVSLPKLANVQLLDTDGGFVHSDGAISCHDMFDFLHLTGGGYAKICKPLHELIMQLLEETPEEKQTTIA
# The depositor's hits bear a star; nt = not tested or not shown. Some of the compounds tested. The share of hits here may be higher or lower than overall.
Compound,LYPLA1 inh,PAFAH1B3 inh,PREPL inh,PAD4 inh,pPAFAH FP inh,LYPLA2 counter,PAFAH2 FP inh,GSTO1 inh,PAFAH1B2 FP inh
CC(CCc1ccccc1)NC(=O)c1ccc(NC(=O)c2ccccc2)cc1 (configuration not stated),-4.0,-4.2,3.9,-2.2,1.0,-6.7,-1.1,1.0,2.6
Cc1ccc(C(=O)Nc2cccc(C(F)(F)F)c2)cc1NC(=O)c1nccn1C,-3.2,0.1,1.4,-4.7,7.3,-1.3,0.8,7.2,-6.6
CCOC(=O)c1ccc(NC(=O)CCS(=O)(=O)Cc2ccccc2)cc1,0.5,-2.2,0.8,0.2,-0.8,-1.5,-8.0,4.7,-1.8
NC(=O)N/N=C(/CCCCCC/C(=N\NC(N)=O)c1ccccc1)c1ccccc1,1.3,nt,-46.2,2.1,0.8,5.0,nt,0.1,nt
CNc1ccccc1C(C)(C)c1cn(-c2ccc([N+](=O)[O-])cc2)nn1,-2.0,-10.3,3.0,-0.6,-4.8,-1.3,-11.0,0.1,4.4
CCn1c(-c2ccccc2)c(C(=O)CC#N)c2ccccc21,-2.6,-3.8,0.5,-4.3,4.0,1.1,0.2,-8.2,1.7
CCOC(=O)N1CCC(C(=O)NNC(=O)c2ccc(Cl)cc2Cl)CC1,-1.3,5.2,0.4,-4.9,2.6,-0.2,1.6,0.8,-4.8
COc1ccc(/C=C/C(=O)NC(=S)Nc2cc([N+](=O)[O-])ccc2O)cc1OC,-2.1,35.0*,7.7,0.1,17.9,11.9,9.5,-13.3,17.6

# The list goes on; the last two above are carried over.
Compound,LYPLA1 inh,PAFAH1B3 inh,PREPL inh,PAD4 inh,pPAFAH FP inh,LYPLA2 counter,PAFAH2 FP inh,GSTO1 inh,PAFAH1B2 FP inh
CCOC(=O)N1CCC(C(=O)NNC(=O)c2ccc(Cl)cc2Cl)CC1,-1.3,5.2,0.4,-4.9,2.6,-0.2,1.6,0.8,-4.8
COc1ccc(/C=C/C(=O)NC(=S)Nc2cc([N+](=O)[O-])ccc2O)cc1OC,-2.1,35.0*,7.7,0.1,17.9,11.9,9.5,-13.3,17.6
CCOC(=O)N1CCC(NC(=O)CSCc2nc(-c3ccc(C)cc3)oc2C)CC1,2.9,0.0,8.9,-1.4,6.5,0.3,1.4,-10.3,4.5
C=CCN1C(=O)/C(=C/c2ccc(OC)cc2)S/C1=N/c1nccs1,-0.7,7.8,0.9,0.7,-2.2,-0.8,0.8,-2.2,-1.3
Cc1ccccc1OCC(=O)N/N=C/c1cn(Cc2ccccc2)c2ccccc12,2.8,5.1,1.4,1.6,4.4,1.5,-3.2,3.8,-4.0
OC[C@@H]1CC[C@@H](Cc2ccc(-c3ccccc3)cc2)O1,nt,-4.5,nt,-2.2,10.2,nt,0.1,nt,3.9
CCOC(=O)c1c(C)[nH]c(C)c1C(=O)COc1ncnc2ccccc12,0.5,6.1,-10.0,-1.6,4.1,1.1,4.6,20.1,5.4
O=C(CSc1nncs1)NC1CCCCCCC1,-1.2,6.1,21.7,-0.7,-3.9,3.3,3.2,nt,0.5
O=c1cc(CSc2ccccn2)c2ccccc2[nH]1,6.5,8.1,-4.7,1.2,3.0,7.6,-4.3,7.6,0.9
CCCN(C(=O)Cn1c(C(F)(F)F)nc2ccccc21)C1CCS(=O)(=O)C1 (configuration not stated),2.3,7.8,22.2,0.4,3.6,2.2,1.3,13.2,2.9
COc1ccc(CNc2nc(SCc3cc(=O)n4cc(Cl)ccc4n3)nc3ccccc23)cc1,3.4,9.7,28.8,-0.9,-1.1,4.0,5.3,-2.1,1.2
CC(C)(C)OC(=O)NCCCCC1=CC2=CC(=O)C(C)(OC(=O)c3ccco3)C(=O)C2=CO1 (configuration not stated),1.8,nt,24.8,-1.9,42.8*,-7.5,nt,40.9*,nt
COC(=O)N1CCN(CCc2ccccc2)CC1,7.0,2.5,2.4,-3.7,-0.4,5.5,0.4,7.0,4.0
COc1cc(C2CC(=O)Oc3c(C(CCN4CCCC(C)C4)c4ccc(N(C)C)cc4)c(OC)cc(OC)c32)cc(OC)c1OC (configuration not stated),-2.0,-3.4,46.3*,-3.7,4.1,2.6,-2.0,0.1,3.2
CC(C)OP(=O)(OC(C)C)C(Nc1ccccc1)c1ccccc1C(F)(F)F (configuration not stated),3.3,6.9,8.6,3.7,5.1,6.6,7.3,0.7,5.6
O=C(NC1(C(F)(F)F)C(=O)Nc2c1c(=O)[nH]c(=O)n2Cc1ccccc1)c1ccc(Cl)cc1Cl (configuration not stated),-0.4,-1.9,9.2,-2.6,-1.8,-1.8,-3.1,1.6,1.4
Cc1cccn2c(=O)c3cc(C(=O)NC4CCCC4)n(C)c3nc12,-1.7,3.4,2.5,0.0,5.6,3.2,0.7,0.0,4.8
Cc1ccc2nc(-c3cccc(S(=O)(=O)N4CC(C)OC(C)C4)c3)cn2c1 (configuration not stated),1.6,7.4,14.6,-5.0,7.7,-0.1,0.1,-5.2,9.5
COc1cccc(CN(C)C(=O)/C=C/c2ccc(S(=O)(=O)N3CCCCCC3)cc2)c1,1.1,1.8,-2.5,0.0,12.3,2.4,4.4,-6.1,-1.8
CC(C)C[C@@H](CNC(=O)OC(C)(C)C)NC(=O)c1nc[nH]c1C(=O)N[C@@H](CC(C)C)C(=O)CNC[C@H](CC(C)C)NC(=O)c1nc[nH]c1C(=O)N[C@@H](Cc1c[nH]c2ccccc12)C(=O)OC(C)(C)C,nt,-15.5,17.9,1.9,2.6,nt,-16.1,nt,-9.8
Cc1cc(Br)cc(C)c1OCCCCN(C)C,-2.7,7.2,-40.7,2.8,-5.0,-1.1,0.0,5.7,-1.0
CCc1ccc(-c2nc(SCC(=O)NC3CC3)n[nH]2)cc1,1.1,8.1,0.2,-5.5,3.8,1.1,0.4,5.1,5.8
CCc1cc2ccc(C)cc2nc1SCC(=O)Nc1c[nH]c(=O)[nH]c1=O,4.4,-10.9,12.9,-7.2,-1.3,7.2,-17.9,-0.3,-7.7
COc1ccc2nc(SCC(=O)Nc3ccccc3OC)[nH]c2c1,-1.5,6.2,-0.8,-0.2,7.9,0.2,4.8,-4.8,1.3
CCOc1ccc(C(=O)N2CCSC2=S)cc1,-1.9,3.3,24.3,4.8,3.9,6.5,9.3,6.5,0.8
O=C(NC1CCCCC1)c1ccc(OC2CCN(Cc3ccccn3)CC2)cc1,0.6,3.1,10.3,-4.1,-0.8,4.0,0.6,-2.2,1.7
O=C(COc1ccccc1)N1CCN(C(=O)c2ccccc2F)CC1,-3.2,0.4,10.8,-4.6,-1.2,3.7,-11.5,6.7,4.1
COc1ccc(Cl)cc1NC(=O)CN(C)C(=O)c1ccc(OCc2ccccc2)c(OC)c1,-1.6,1.3,18.7,2.3,8.2,-2.8,1.6,6.1,0.0
COC(=O)CC1C(=O)NCCN1C(=O)CSc1nc2ccccc2s1 (configuration not stated),-3.0,-3.0,0.8,10.4,2.7,-2.6,0.7,-2.7,-1.1
C=CCNC(=O)CC(=O)N/N=C/c1cccs1,2.5,12.9,0.6,-1.7,2.8,-3.6,-2.0,0.5,10.5
FC(F)(F)c1cc(-c2ccccc2)nc2ncnn12,-0.4,6.3,-0.5,0.3,1.3,-1.1,-3.8,-11.5,-3.4
COc1ccc(N2CCN(Cc3nc4sc(C)c(C)c4c(=O)[nH]3)CC2)cc1,-1.1,3.6,6.5,0.7,3.9,4.5,-7.3,4.6,-0.7
Cc1cc(F)ccc1NC(=O)c1cnccn1,0.2,0.2,-5.2,-3.1,2.8,1.2,-8.2,-5.3,3.8
COc1ccc(/C=N/Nc2cc(C)nc(N3CCOCC3)n2)c(OC)c1,-0.4,9.7,8.0,5.0,5.3,3.6,7.0,9.9,3.7
O=C(Nc1ccc2ccccc2n1)Nc1ccccc1F,4.6,2.0,3.4,-2.9,-2.3,0.5,-7.2,-4.4,4.4
Cc1ccc(-n2nc3c(=O)n(CC(=O)NCc4ccccc4Cl)nc(C)c3c2C)cc1,0.0,1.4,6.8,2.6,3.4,-2.0,-1.8,7.4,1.6
Cn1cc(C(=O)N2CCCCC2)c(=O)c2cc(S(=O)(=O)N3CCCC3)ccc21,-2.8,6.9,0.3,-1.1,4.6,-6.7,6.8,-6.0,0.3
O=C(CN1C(=O)NC2(CCCCCCC2)C1=O)NCc1ccccc1Cl,-3.4,7.5,-4.1,0.6,6.7,5.5,-5.0,nt,6.6
O=C(CCC1COc2ccccc2O1)NCc1ccccc1 (configuration not stated),0.1,7.6,1.0,1.5,2.1,-2.3,0.6,3.0,4.9
CN1CCC(=NNC(=O)C(=O)NC2CCCCC2)CC1,0.7,12.2,9.7,0.0,1.2,2.9,0.9,-0.8,3.1
Cc1cc(Cl)c(OCCCn2ccnc2)c(Br)c1,2.4,7.0,-7.6,-1.5,-0.6,2.5,-6.6,3.1,5.0
CCC(Sc1ccc2nnc(-c3cccnc3)n2n1)C(=O)O (configuration not stated),3.5,4.2,5.2,-2.5,-0.8,-0.7,3.0,5.0,7.0

# Individual results from the list.
# Under PAD4 inh, `Cc1cc(Cl)c(OCCCn2ccnc2)c(Br)c1` shows -1.5
# Under PAFAH1B3 inh, `CCC(Sc1ccc2nnc(-c3cccnc3)n2n1)C(=O)O` (configuration not stated) shows 4.2
# Under PREPL inh, `CN1CCC(=NNC(=O)C(=O)NC2CCCCC2)CC1` shows 9.7
# Under PAD4 inh, `O=C(CCC1COc2ccccc2O1)NCc1ccccc1` (configuration not stated) shows 1.5

# Going on with the list:
Compound,LYPLA1 inh,PAFAH1B3 inh,PREPL inh,PAD4 inh,pPAFAH FP inh,LYPLA2 counter,PAFAH2 FP inh,GSTO1 inh,PAFAH1B2 FP inh
COc1ccc(OC)c(NC(=O)CSc2nnc(-c3cccnc3)s2)c1,-2.7,-1.6,-11.4,3.6,1.1,-2.0,-1.3,2.7,6.4
Nc1ccccc1O,1.4,12.6,13.5,15.5*,9.3,-2.4,-4.8,nt,3.5
N/C(=N\OC(=O)CCC1CCCC1)c1cccc([N+](=O)[O-])c1,-1.9,0.5,2.7,1.4,6.0,2.0,15.9,2.3,23.2
O=C(COC(=O)c1cncc(Br)c1)NCc1ccccc1,2.1,5.6,3.8,-3.9,2.1,-2.5,2.4,5.6,-2.0
O=C(CSc1nc2ccccc2o1)N/N=C/c1ccccc1C(=O)O,2.6,7.4,13.2,-1.0,0.2,1.6,-6.4,12.9,6.0
Cc1ccccc1NC(=S)NC(=O)COc1ccccc1C,-1.8,12.4,-11.2,-3.0,0.2,-5.2,0.2,2.4,11.2
CN1CCN(C(=O)c2ccccc2NC(=O)c2ccccc2Br)CC1,-0.8,4.5,3.1,-2.0,9.5,-3.4,-5.3,-0.7,-2.1
CCOC(=O)Cn1cnc2c(nnn2-c2ccc(C)cc2)c1=O,0.0,0.9,0.4,1.2,-3.5,-0.4,5.6,6.6,2.0
Cc1ccc2nc(-c3sc4nc(C)ccc4c3N)[nH]c2c1,-2.8,18.6,19.0,-4.4,19.9,-2.1,7.0,-4.1,11.2
CCn1nc(C(=O)OCC(=O)Nc2ncc(Cl)c(C)c2Cl)c2ccccc2c1=O,1.5,9.5,0.3,0.9,3.8,1.2,8.0,7.3,2.3

# Compound activity deposited in PubChem BioAssay by The Scripps Research Institute Molecular Screening Center.
